CHT inh: inhibitors of human choline transporter CHT; B-score at 10 µM; 310,000 compounds, 0.86% hits; High affinity choline transporter 1 (Homo sapiens), Q9GZV3; CHT-expressing cells, membrane potential dye, choline response; active compounds read low;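 active = B-score over 3 SD under the library average, and starting fluorescence ratio not unusually high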;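 also: choline stimulus applied at its EC90 after an EC20 pre-addition; B-score computed on integrated fluorescence ratio after choline addition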
Target sequence (Q9GZV3 whole entry, looked up): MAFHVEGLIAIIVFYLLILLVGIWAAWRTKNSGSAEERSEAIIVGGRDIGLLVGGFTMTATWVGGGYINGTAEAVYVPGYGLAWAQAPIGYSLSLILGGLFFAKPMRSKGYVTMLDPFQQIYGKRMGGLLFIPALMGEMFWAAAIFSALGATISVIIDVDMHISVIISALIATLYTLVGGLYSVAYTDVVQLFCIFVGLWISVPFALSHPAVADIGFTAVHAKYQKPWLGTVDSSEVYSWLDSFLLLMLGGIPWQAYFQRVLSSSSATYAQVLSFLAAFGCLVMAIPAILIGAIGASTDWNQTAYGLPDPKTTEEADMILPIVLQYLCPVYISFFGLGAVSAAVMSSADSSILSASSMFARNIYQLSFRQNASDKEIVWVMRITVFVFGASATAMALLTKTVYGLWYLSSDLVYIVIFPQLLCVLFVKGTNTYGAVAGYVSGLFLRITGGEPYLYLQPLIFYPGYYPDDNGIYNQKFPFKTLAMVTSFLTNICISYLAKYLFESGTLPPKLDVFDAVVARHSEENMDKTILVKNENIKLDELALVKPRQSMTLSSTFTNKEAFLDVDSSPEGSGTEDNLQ
CHT PAM: CHT positive allosteric modulators, primary screen, cell-based, membrane potential dye, choline EC20. B-score at 10 µM. CHT-expressing cells; active compounds read high; LV-AA mutant CHT in HEK293 cells. 310,000 compounds, 0.49% hits;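 active = initial fluorescence not abnormally high and integrated response B-score, plate-corrected, over 3 SD above library mean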
Active calls of the source: *; i = inactive.

SMILES	CHT inh	CHT PAM
CCC(C)NC(=O)CN1C(=O)NC2(CCOc3ccccc32)C1=O (stereo not given)	i	i
COc1ccc(NC(=O)CN2CCN(S(=O)(=O)c3ccc(Cl)cc3)CC2)cc1Cl	i	i
CN(C)c1ccc(/C=C/C(=O)c2cccnc2)cc1	i	i
CCOC(=O)CN1C(=O)S/C(=C/c2cccc([N+](=O)[O-])c2O)C1=O	i	i
O=S(=O)(c1ccc(Cl)s1)N1CCCc2cccc(O)c21	i	i
COc1ccc([N+](=O)[O-])cc1NC(=O)CCN1CCN(c2ccccc2OC)CC1	i	i
CCN(CC)/C(=N\S(=O)(=O)c1ccccc1C)c1ccccc1	i	i
O=C(CS(=O)(=O)Cc1ccccc1)Nc1ncccn1	i	i
COc1ccc(C(NC(=O)CNC(C)=O)C(=O)Nc2ccc(C(C)C)cc2)cc1 (stereo not given)	i	i
CCN(CC)CCn1c(=N)n(CC(=O)c2ccc(Br)s2)c2ccccc21	i	6.4*
Cc1ccc(C(=O)Nc2ccc(Cc3ccncc3)cc2)cc1[N+](=O)[O-]	-5.6*	i
CCN(CC)CCN(C(=O)C1=COCCO1)c1nc2c(OC)ccc(OC)c2s1	i	i
COc1ccc(CN2C(=O)C(O)(CC(=O)c3ccc4c(c3)OCO4)c3ccccc32)cc1OC (stereo not given)	i	i
COc1ccccc1N1C(=O)c2ccccc2NC1c1ccncc1 (stereo not given)	i	i
COCc1cc(C)nc(OCC(=O)N/N=C/c2ccc(OC)c(OC)c2)c1C#N	i	i
O=C(Nc1nc2cc3c(cc2s1)OCCO3)c1cccc(N2C(=O)CCC2=O)c1	i	i
CCC(C(=O)NCCCN1CC(C)CC(C)C1)n1ncn2c(cc3occc32)c1=O (stereo not given)	i	i
CN(C)c1ccc(N=Cc2nc(-c3ccccc3)oc2OC(=O)c2ccccc2)cc1	i	i
c1cncc(-c2noc(CC3CCCCC3)n2)c1	i	i
CCn1c(=O)c2c(nc(SCC(=O)N3CCC(C)CC3)n2C)n(C)c1=O	i	i
CC1(C)[C@@H](O)CC[C@]2(C)C3C(O)C=C4[C@H]5C[C@@](C)(CO)CC[C@]5(C)CC[C@]4(C)[C@]3(C)CC[C@@H]12 (stereo not given in full)	i	i
COC(=O)CC1C(=O)NCCN1C(=O)CSc1nc2ccc([N+](=O)[O-])cc2s1 (stereo not given)	i	i
CCC(=O)Nc1nc(C)c(-c2csc(Nc3cccc(C(=O)O)c3)n2)s1	i	i
O=C(Oc1ccc2ccccc2c1)c1ccccc1	i	i
CCc1cc2c(-c3ccccc3)cc(=O)oc2cc1OC(C)C(C)=O (stereo not given)	i	i

Molecules listed so far with a nitro group on carbon (4):
SMILES	CHT inh	CHT PAM
CCOC(=O)CN1C(=O)S/C(=C/c2cccc([N+](=O)[O-])c2O)C1=O	i	i
COc1ccc([N+](=O)[O-])cc1NC(=O)CCN1CCN(c2ccccc2OC)CC1	i	i
Cc1ccc(C(=O)Nc2ccc(Cc3ccncc3)cc2)cc1[N+](=O)[O-]	-5.6*	i
COC(=O)CC1C(=O)NCCN1C(=O)CSc1nc2ccc([N+](=O)[O-])cc2s1 (stereo not given)	i	i

Other records.
SMILES	CHT inh	CHT PAM
Cn1c(N)c(C(=O)COC(=O)Cc2ccsc2)c(=O)n(C)c1=O	i	i
CCOC(=O)CSc1nnc(CNC(=O)c2ccc(S(=O)(=O)N3CCCC3)cc2)n1C	i	i
COc1ccccc1CNC1CCCc2ccccc21 (stereo not given)	i	i
CCOc1ccc(CNC(=O)c2ccc3nc(N4CCOCC4)sc3c2)cc1	i	i
COCCNCCCCOc1ccccc1-c1ccccc1	i	i
O=C(CSc1nccc(=O)[nH]1)c1ccccc1Br	i	i
O=S(=O)(NCc1cn2ccsc2n1)c1ccc2c(c1)OCCO2	i	i
COCCNC(=O)Cn1nc(-c2ccc(C)cc2)c2ccccc2c1=O	i	i
O=C(NCCCN1CCOCC1)/C(=C/c1ccc(F)cc1)NC(=O)c1ccccc1	i	i
CCOC(=O)c1cc(=O)c2ccc(OCC(=O)Nc3ccc(F)cc3)cc2o1	i	i
CCn1cnc2scc(-c3ccc(C)c(C)c3)c2c1=O	i	i
Cc1cc(C)cc(NC(=O)c2ccc(S(=O)(=O)NCc3cccnc3)cc2)c1	i	i
COC(=O)/N=C(/Cc1ccc(OC)cc1)c1ccc(OC)cc1	i	i
O=C(Nc1nc2ccccc2s1)C1CC(=O)N(c2ccc(Cl)cc2)C1 (stereo not given)	i	i
Cc1ccc(-c2nnc(Nc3ccc(C(N)=O)cc3)c3ccccc23)cc1S(=O)(=O)NCC1CCCO1 (stereo not given)	i	i
COc1cc(/C=C2/C(C)=C(C#N)c3nc(N)c(C#N)c(C)c32)ccc1OCC(=O)O	i	i
Cc1cc(C(=O)Nc2ccc(C#N)cc2)on1	i	i
CC(C)N(C(C)C)S(=O)(=O)c1ccc(N2CCc3ccccc3C2)nc1	i	i
Cc1cc([N+](=O)[O-])cc2c1NC(=O)C2(O)N1CCOCC1 (stereo not given)	i	i
COC(=O)c1c(-c2cccs2)csc1NC(=O)c1cccnc1	i	i
Cc1cc(-c2ccccc2)nc(N/N=C/c2ccccc2)n1	i	i
O=C(CCl)Nc1ccc(Oc2cnc3ccccc3n2)cc1	i	i
Cc1nn(C)c2ncc(C(=O)c3ccccc3O)cc12	i	i
COCCCC1CCN(Cc2cn[nH]c2-c2cc(OC)c(OC)c(OC)c2)CC1	i	i
CCC(=O)Nc1ccc2c(c1)nc(CN1CCN(C(C)=O)CC1)n2C	i	i

At a glance, some entries already given.
SMILES	CHT inh	CHT PAM
CCOc1ccc(CNC(=O)c2ccc3nc(N4CCOCC4)sc3c2)cc1	i	i
COCCNCCCCOc1ccccc1-c1ccccc1	i	i

The list continues.
SMILES	CHT inh	CHT PAM
COc1ccccc1N(CC(=O)Nc1ccccc1C(=O)NCC(C)C)S(C)(=O)=O	i	i
Cc1cccc(C)c1NC(=O)COC(=O)c1ccccc1Nc1ccccc1	i	i
C#CCSc1nc2ccccc2n1C(=O)c1ccc(S(=O)(=O)N2CCCCC2)cc1	i	i
O=C(COc1ccccc1)NCc1ccc(-n2cccc2)cc1	i	i
CCOC(=O)c1sc(NC(=S)NC(=O)C2CC2)cc1C	i	i
Cc1ccc(NC(=O)CNC(=O)OCc2ccccc2)cc1C	i	i
CCN(CC)c1c2c(c(C#N)c3nc4ccccc4n13)CCC2	i	i
O=C(CSc1nccn1Cc1ccco1)Nc1cccc(F)c1	i	i
CCn1c(=O)c2c(nc3n2CCN3c2ccccc2)n(C)c1=O	i	i
CCOC(=O)c1cc2c(=O)n3ccccc3nc2n(CCCOC)c1=NC(C)=O	i	13*
CC1CC(=O)N(CC(=O)N2CCCC2)c2ccccc2S1 (stereo not given)	i	i
Cc1cc2c(c(=O)o1)C(Cc1ccccc1)C(C#N)=C(N)O2 (stereo not given)	i	i
COC(=O)Cn1c2ccc(F)cc2c2nc(C)sc21	i	i
Cc1ccc2nc(-c3cccc(Br)c3)cc(C(=O)Nn3cnnc3)c2c1	i	i
Cc1ccc(O)c(C2=NOC(O)(C(F)(F)C(F)F)C2)c1 (stereo not given)	i	i
CCSc1nnc(NC(=O)CCNS(=O)(=O)c2ccccc2F)s1	i	i
O=[N+]([O-])c1ccc(N/N=C/c2ccccc2)c(F)c1	i	i
O=C(CCS(=O)(=O)c1ccccc1)N1CCN(c2ccc(F)cc2)CC1	i	i
CC(C)N(C(=O)CSc1nnc(CSc2ncccn2)n1C)C(C)C	i	i
CCn1c(=O)c(CCC(=O)N2CCN(c3ccccn3)CC2)c(C)c2c(C)nn(-c3ccccc3)c21	i	i
CCc1ccc(NC(=S)N2CCC(NC(=O)c3ccccc3OC)CC2)cc1	i	i
COc1ccccc1N(CC(=O)N/N=C/c1ccc(SC)cc1)S(C)(=O)=O	i	i
CCOc1ccc(N(CC(=O)NC2CCCCC2)C(=O)CCC(=O)Nc2nccs2)cc1	i	i
COc1ccccc1C1C(C#N)=C(N)Oc2cc(C)n(Cc3ccccn3)c(=O)c21 (stereo not given)	i	i
CC(C)[C@H](NC(=O)[C@H](Cc1ccccc1)n1c(=O)[nH]c2ccccc2c1=O)C(=O)N1CCC[C@H]1C(=O)O	i	i

(cont.)
SMILES	CHT inh	CHT PAM
Fc1ccc(-c2cc(C(F)(F)C(F)F)[nH]n2)cc1	i	i
CCCC(=O)Nc1nn(C)c2nc3cc(C)ccc3cc12	i	i
Cc1ccccc1-c1nnc(SCC(=O)N(C)c2c(N)n(Cc3ccccc3)c(=O)[nH]c2=O)n1C	i	i
O=S(=O)(c1ccc2nnn(OCc3ccccc3)c2c1)N1CCOCC1	i	i
CCN(CC)C(=O)C1CCCN(Cc2ccccc2)C1 (stereo not given)	i	i
COC(CNC(=O)c1ccc2c(c1)nc(C)n2-c1cccc(F)c1)OC	i	i
CCCCN(CCCC)c1cn[nH]c(=O)c1Cl	-6.6*	i
CC1(C)Cn2c(nnc2-c2cccc(O)c2)S1	i	i
O=S(=O)(NC1CCCCCCC1)c1ccccc1F	i	i
COc1ccc(-c2nnc(SCc3ccc(C(=O)O)cc3)n2N)cc1	i	i
CCCCn1c(SC(C)C(N)=O)nc2cc(C(=O)OC)ccc2c1=O (stereo not given)	i	i
Cc1nc(NC2=NCN(CCCN3CCOCC3)CN2)nc2c(C)cccc12	i	i
Cc1cc(C(=O)O)ccc1NCc1cccnc1	i	i
O=[N+]([O-])c1ccc(SCc2c(F)cccc2Cl)nc1	i	i
O=C(Nc1ccc2cn[nH]c2c1)c1ccc(S(=O)(=O)N2CCOCC2)cc1	i	i
c1ccc(-c2[nH]ncc2CN2CCN(Cc3ccc4c(c3)OCO4)CC2)cc1	i	i
COc1ccc(CNC(=O)Cn2cccc2C(=O)c2ccccc2)cc1	i	i
CCCCCNC(=O)C(C)Sc1ccc(Cl)cc1 (stereo not given)	i	i
COC1CCN(C(=O)C2CCC(=O)N(CCc3cccc(F)c3)C2)CC1 (stereo not given)	i	i
Cc1nc2c(ccc3nc(NC(=O)c4ccc(S(=O)(=O)N(C)C)cc4)sc32)s1	i	i
COc1cccc(CNc2ccc(S(N)(=O)=O)cc2)c1OC	i	i
O=C(NCc1ccccc1)C1=C[C@H](c2coc3ccccc3c2=O)C[C@H](OCc2ccc(CO)cc2)O1	i	i
NC(=O)CC(NC(=O)c1ccccc1)c1ccc(NCc2ccc(F)cc2)c([N+](=O)[O-])c1 (stereo not given)	i	i
CC(C)N(Cc1ccccc1)S(=O)(=O)c1ccc(F)cc1	i	i
COCCCNCCCCOc1ccc(Br)cc1Cl	i	i

New compounds follow
SMILES	CHT inh	CHT PAM
COc1ccc(CC(=O)Nc2c(C(N)=O)oc3ccccc23)cc1OC	i	i
COc1cccc(OC)c1C(=O)Nc1cccc(-c2ccc3nncn3n2)c1	i	i
CCOc1ccccc1NC(=O)COC(=O)C(CC(C)C)N1C(=O)C2CC=CCC2C1=O (stereo not given)	i	i
COc1ccccc1NC(=O)c1nc[nH]c1C(=O)Nc1ccccc1OC	i	i
CC1CCN(S(=O)(=O)c2ccc(NC(=O)CN3CCCC3)cc2)CC1	i	i
Cc1cc(C)nc(/N=C(\N)Nc2ccc(S(=O)(=O)Nc3nccc(C)n3)cc2)n1	i	7.2*
COC(=O)c1cccc(NS(=O)(=O)c2cccs2)c1C	i	i
CC1CC(C)CN(S(=O)(=O)N2CCC(C(=O)NCCc3ccccc3)CC2)C1 (stereo not given)	i	i
CCc1cc(=O)oc2cc(C)cc(OCC(=O)NC3CCN(Cc4ccccc4)CC3)c12	i	i
CCCCNC(=O)C1CC(c2c(Cl)cccc2Cl)=NO1 (stereo not given)	i	i
CCCCn1c(=O)c(CCC(=O)OCC(=O)NCc2ccc(OC)c(OC)c2)nc2ccccc21	i	i
CCOc1ccc(N=Nc2c(=O)[nH]n3c(=O)c4c([nH]c23)CCCC4)cc1	i	i
COc1cccc(CC(NC(C)=O)C(=O)NC2CCN(c3nc(C)cc(C)c3C#N)CC2)c1OC (stereo not given)	i	i
O=C(O)c1cccc(N2C(=O)Nc3ccccc3N2O)c1	i	i
COCCCNC(=O)Cc1ccccc1OC	i	i
CC(=O)C(N=Nc1ccccc1)(Sc1nnc(-c2ccccc2)n1-c1ccccc1)C(=O)Nc1ccccc1 (stereo not given)	i	i
COc1cc(CN(C(=S)NCC(=O)N2CCCC2)C2CCCC2)cc(OC)c1OC	i	i
CCOC(=O)N1CCN(C(=O)c2cc(COc3c(F)cccc3F)on2)CC1	i	i
CCOC(=O)C1(Cc2ccc(OC)cc2)CCN(C(=O)CCn2ccc(C)n2)CC1	i	i

Part of the list above in a different format.
Fields – CHT inh, CHT PAM
CCCCCNC(=O)C(C)Sc1ccc(Cl)cc1 (stereo not given)
→ i, i
CC(C)[C@H](NC(=O)[C@H](Cc1ccccc1)n1c(=O)[nH]c2ccccc2c1=O)C(=O)N1CCC[C@H]1C(=O)O
→ i, i

Four entries from above in a different format:
SMILES | CHT inh | CHT PAM
CCC(C(=O)NCCCN1CC(C)CC(C)C1)n1ncn2c(cc3occc32)c1=O (stereo not given) | i | i
CN(C)c1ccc(N=Cc2nc(-c3ccccc3)oc2OC(=O)c2ccccc2)cc1 | i | i
c1cncc(-c2noc(CC3CCCCC3)n2)c1 | i | i
CCn1c(=O)c2c(nc(SCC(=O)N3CCC(C)CC3)n2C)n(C)c1=O | i | i

From PubChem BioAssay
